# Compound activity from PubChem.
# ROMK mod: modulates human ROMK potassium channel activity; P48048; Tet-inducible ROMK, thallium flux fluorescence; actives lie on both sides; B-score at 10 µM; hit rate 2% among 130,000;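 active = signal ratio slope over the read window, or its plate-corrected B-score, at least 3 SD from the plate mean, either direction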;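 note: B-score of the F/F0 ratio slope over 7 to 12 s after thallium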
# PMI act: activators of human phosphomannose isomerase; P34949; purified human PMI, coupled resazurin fluorescence, 20 min; stronger effect = higher value; 1 = vehicle control, 0 substrate-free wells; activation factor at 20 µM; hit rate 0.005% among 190,000;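 active = activation factor of 2 or more at 20 µM, relative to plate controls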
# PPARg SRC3 recr: promotes SRC-3 coactivator recruitment by human PPARgamma; hit rate 0.26% among 200,000; AID 731; P37231; activation, % at 8 µM; biochemical PPARgamma/SRC-3 coactivator recruitment assay; in the data active = activation above about 23%;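 note: 0% = DMSO and 100% = reference agonist; some compounds past the cut are filed as inactive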
# Target sequence (P37231 whole entry, looked up): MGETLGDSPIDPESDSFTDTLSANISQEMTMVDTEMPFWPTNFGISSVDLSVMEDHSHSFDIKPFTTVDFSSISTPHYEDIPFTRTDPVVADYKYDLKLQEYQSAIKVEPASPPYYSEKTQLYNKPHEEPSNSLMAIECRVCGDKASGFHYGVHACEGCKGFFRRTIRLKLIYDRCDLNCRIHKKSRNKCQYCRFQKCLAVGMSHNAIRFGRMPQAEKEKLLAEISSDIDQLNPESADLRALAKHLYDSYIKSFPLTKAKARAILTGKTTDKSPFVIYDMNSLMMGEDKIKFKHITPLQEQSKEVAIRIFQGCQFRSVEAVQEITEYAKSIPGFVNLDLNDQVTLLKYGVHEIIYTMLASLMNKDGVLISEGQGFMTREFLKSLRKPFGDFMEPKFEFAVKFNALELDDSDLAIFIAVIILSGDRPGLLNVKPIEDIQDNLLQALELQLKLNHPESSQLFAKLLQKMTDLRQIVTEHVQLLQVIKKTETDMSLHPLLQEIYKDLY
# SRC2 TRFRET art: flags TR-FRET format artefacts in PPARgamma SRC-2 recruitment agonist screen; AID 1049; TR-FRET ratio at 8 µM; TR-FRET artefact counter-screen; stronger effect = higher value; hit rate 0.4% among 200,000; in the data active = TR-FRET ratio above about 2000; note: inactives centre near 1500; reference of the scale not given here
# PPARg SRC2 recr: PPARgamma-driven SRC-2 recruitment agonism. P37231. PPARgamma LBD-SRC-2 recruitment, biochemical. activation, % at 8 µM. hit rate 0.34% among 200,000. AID 1032; in the data active = activation above about 22%;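 note: 0% = vehicle and 100% = reference agonist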
# Diaphorase act: activates diaphorase or chemically reduces, flagging diaphorase assay artifacts; Diaphorase/resazurin coupled assay, resorufin fluorescence, 16 min; stronger effect = higher value; 1 = vehicle wells, 0 = NADH-free wells; activation factor at 20 µM; hit rate 0.005% among 190,000; AID 1229;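 active = diaphorase activity raised at least twofold by the compound at 20 µM; inactive = activation factor below 2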
#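 Measured by – red resorufin fluorescence at 544/590 nm excitation/emission · Test system – Clostridium kluyveri diaphorase, purified enzyme · Incubation – reaction time 16 min, room temperature · Buffer or medium – 50 mM HEPES pH 7.4 with 4.542 mM MgCl2, 0.005% Tween 20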
# Diaph inh CS: diaphorase inhibition or chemical oxidation counter-screen | inhibition, % at 20 µM | diaphorase resazurin-to-resorufin fluorescence, NADH, 16 min; bacterial (C. kluyveri) enzyme, not human | AID 1217 | hit rate 0.69% among 190,000;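 active = primary screen inhibition at 20 µM above a set limit, cut at about 50% in these data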;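 note: plate controls were DMSO with full reaction for no effect and wells lacking NADH for full effect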
#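 Test system: diaphorase enzyme from Clostridium kluyveri; amount: diaphorase at 0.14 U/mL in enzyme working solution; detection: fluorescence of resorufin formed from resazurin, Ex 544/Em 590 nm; times: reaction incubation of 16 min at room temperature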
# G6PDH counter: L. mesenteroides G6PDH inhibition counter-screen. Purified L. mesenteroides G6PDH, diaphorase/resazurin coupled fluorescence, 45 min. inhibition, % at 5 µM. hit rate 0.12% among 200,000; in the data active = inhibition above about 50%
# PPARg SRC1 recr: PPARgamma-driven SRC-1 recruitment agonism; P37231; PPARgamma-SRC-1 coactivator recruitment biochemical assay; activation, % at 8 µM; hit rate 0.41% among 200,000; in the data active = activation above about 19%;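 note: 0% = DMSO and 100% = reference agonist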
# S1P3 antagonist: S1P3 (human) receptor antagonism. AID 485. hit rate 0.27% among 170,000. Q99500. inhibition, % at 4.98 µM. CHO S1P3 NFAT-BLA reporter, FRET fluorescence, antagonist mode;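 active = inhibition above the plate cutoff, the mean inhibition of test wells on that plate plus 3 SD, cut at about 28% in these data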;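 note: cells challenged with S1P at its EC80 of 0.8 µM; blue over green emission ratio from cleaved BLA substrate after 4 h stimulation; 0% = S1P-stimulated wells and 100% = unstimulated DMSO-only wells; some compounds past the cut are filed as inactive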
# Target sequence (Q99500 whole entry, looked up): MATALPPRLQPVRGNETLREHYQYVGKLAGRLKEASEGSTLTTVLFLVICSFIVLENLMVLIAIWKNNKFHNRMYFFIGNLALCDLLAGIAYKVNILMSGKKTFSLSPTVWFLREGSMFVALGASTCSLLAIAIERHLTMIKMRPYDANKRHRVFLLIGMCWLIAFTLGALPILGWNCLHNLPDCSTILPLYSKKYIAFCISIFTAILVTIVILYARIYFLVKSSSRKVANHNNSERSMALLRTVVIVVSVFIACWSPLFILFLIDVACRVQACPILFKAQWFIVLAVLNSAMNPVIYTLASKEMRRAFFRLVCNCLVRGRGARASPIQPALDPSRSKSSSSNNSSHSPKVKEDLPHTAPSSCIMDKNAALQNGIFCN
# PMI act hi M6P: PMI (human) activation, high substrate; P34949; coupled PMI enzyme assay, resazurin fluorescence, 20 min; stronger effect = higher value; 1 = untreated enzyme, 0 = substrate-free blank; activation factor at 20 µM; hit rate 0.34% among 190,000; AID 1216;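 active = activation factor of 2 or more at 20 µM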
#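 Test system – human PMI in coupled enzyme assay · Timing – 20 min incubation at room temperature · Detection – Diaphorase-driven resazurin-to-resorufin fluorescence, excitation 544, emission 590 nm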
# Active calls of the source: *; · = no result given. Random draw from the library (roughly 3.3% active in at least one column).
No.	Molecule	ROMK mod	PMI act	PPARg SRC3 recr	SRC2 TRFRET art	PPARg SRC2 recr	Diaphorase act
1	COc1ccc(/C=C2\SC(=S)N(C(Cc3ccccc3)C(=O)O)C2=O)cc1 (stereo not given)	-0.41	0.9	-4	1454	-1	0.9
2	Cc1cccc(NC(=S)N(CCCN2CCCC2)Cc2cccn2Cc2ccc(Cl)cc2)c1	-0.019	1	3	1563	2	1
3	O=C(CSc1nc2cc(Cl)ccc2o1)N1CCOCC1	·	0.9	-1	1730	1	0.9
4	CN1C[C@@H]2C[C@@H](C3=Cc4cc(Cl)ccc4OC3)N3CCC[C@@]23C1=O	-0.39	1	0	1429	-3	0.9
5	CCOCCOC(=O)C1=C(C)N(C)C(=O)NC1c1cc(Cl)c(O)c(OC)c1 (stereo not given)	0.17	0.9	7	1596	3	0.9
6	CCOC(=O)c1ccc(NC(=O)CSc2nnc(-c3cccs3)n2CC)cc1	·	0.9	-2	1416	-3	0.9
7	O=c1oc2c3c4c(cc2c(C(F)(F)F)c1CCN1CCOCC1)CCCN4CCC3	·	0.9	-3	1541	4	0.8
8	Cc1cc(C)c(S(=O)(=O)NCC(=O)NCc2ccco2)c(C)c1	·	0.9	4	1499	-6	0.9
9	CCSc1nnc(NC(NC(=O)c2ccco2)(C(F)(F)F)C(F)(F)F)s1	0.024	1	11	1514	4	0.8
10	CC1(C)CC(=O)C/C(=N\NC(=O)C2CC2c2ccccc2)C1 (stereo not given)	0.56	1	4	1511	9	1
11	N=C(N)Sc1nc(N2CCCCC2)nc(N2CCCCC2)n1	1.4	·	3	1458	-6	·
12	Cc1nc2ccccc2nc1OCc1ccccc1	·	0.9	0	1643	-2	0.9
13	CC1(C)CC(=O)c2cc(C(=O)NCc3ccco3)c(=O)n(-c3ccccc3)c2C1	0.71	0.9	-16	1496	-3	0.9
14	COc1ccc(NC(=S)N/C(=N/CS(=O)(=O)c2ccccc2)c2ccccc2)cc1	-0.71	1	1	1628	1	0.9
15	Cc1cccc(C)c1NC(=O)NCCSc1snnc1C	-0.48	1	0	1391	4	1

No.	Diaph inh CS	G6PDH counter	PPARg SRC1 recr	S1P3 antagonist	PMI act hi M6P
1	7	0	-1	-15	1
2	-4	2	1	8	0.9
3	6	-7	10	-11	1
4	14	12	4	-8	1
5	9	3	9	-2	0.9
6	11	7	0	11	0.8
7	17	-25	1	·	0.9
8	10	-5	1	3	0.9
9	21	1	7	·	1
10	3	8	1	-1	0.9
11	·	13	-9	1	·
12	7	1	8	-2	1
13	10	12	-4	-13	1
14	9	3	1	·	1
15	3	2	-4	-9	1

# Additional compounds follow:
No.	Molecule	ROMK mod	PMI act	PPARg SRC3 recr	SRC2 TRFRET art	PPARg SRC2 recr	Diaphorase act
16	O=C1OCC2=C1C(c1ccc(Cl)cc1)CC(=O)N2c1ccc(F)cc1 (stereo not given)	-0.2	1	-5	1676	10	0.9
17	CC(=O)NCC(=O)OC(C(=O)c1ccccc1)c1ccc(Cl)cc1 (stereo not given)	-0.43	0.9	3	1664	7	0.8
18	C/C(=N\NC(=O)CN1CCN(Cc2ccc(C)cc2)CC1)c1ccncc1	0.55	1	1	1603	1	0.9
19	CCC(=O)Nc1cccc(-n2nnnc2SCC(=O)N(C(C)C)C(C)C)c1	1	1	4	1647	2	0.8
20	C=C(C)Cn1cnc2cc(C)c(C)cc21	·	1	-2	1419	-9	1
21	c1ccc(Cn2nnc3c(NCCN4CCOCC4)ncnc32)cc1	2.1	1	3	1519	-5	1.1
22	O=C(NC1CCOC1)c1ccc(OC2CCN(CCc3ccccc3)CC2)cc1 (stereo not given)	-0.26	1	0	1682	0	1.1
23	CC(=O)c1cccc(NC(=O)c2noc3c2CCc2ccccc2-3)c1	0.0052	1.2	2	1423	2	1.1
24	CN1CCC(N(C)C(=S)NC(=O)C23CC4CC(CC(C4)C2)C3)CC1	·	1	0	1542	8	0.9
25	CC1(C)C2CCC13CS(=O)(=O)N[C@@H]3C2 (stereo not given in full)	·	0.8	-2	1591	2	0.9
26	Oc1cccc(/C=N/c2c(-c3ccco3)nc3ccccn23)c1	0.14	0.8	17	1540	14	0.8
27	COC(=O)c1coc(-c2ccc(OC)cc2)c1C(=O)OC	-0.83	0.9	1	1621	5	0.8
28	COc1ccc(CCNC(=O)c2ccccc2Cl)cc1OC	-0.5	1	5	1418	2	1.1
29	CCOC(=O)c1ccc(-n2c(CC)nc3ccccc3c2=O)cc1	-0.18	1	1	1555	-5	0.8
30	Cc1oc2ccc(NS(=O)(=O)c3ccccc3)cc2c1C(=O)Nc1ccccc1	-1	0.7	6	1497	6	0.8

No.	Diaph inh CS	G6PDH counter	PPARg SRC1 recr	S1P3 antagonist	PMI act hi M6P
16	8	7	5	7	1
17	20	0	5	-16	0.9
18	8	-18	2	3	0.9
19	15	21	3	-16	0.9
20	5	4	-2	-21	1.1
21	-9	6	-4	2	1.1
22	-10	5	0	0	1
23	-11	6	0	-17	1.1
24	14	-13	5	1	1
25	5	10	-11	-66	0.9
26	24	7	15	-28	0.5
27	17	1	1	·	1
28	-10	8	-2	-3	1
29	16	-4	2	-3	0.9
30	23	13	4	5	0.9

# Reformatted: results already given.
item | canonical_smiles | ROMK mod | PMI act | PPARg SRC3 recr | SRC2 TRFRET art | PPARg SRC2 recr | Diaphorase act | Diaph inh CS | G6PDH counter | PPARg SRC1 recr | S1P3 antagonist | PMI act hi M6P
1 | COc1ccc(/C=C2\SC(=S)N(C(Cc3ccccc3)C(=O)O)C2=O)cc1 (stereo not given) | -0.41 | 0.9 | -4 | 1454 | -1 | 0.9 | 7 | 0 | -1 | -15 | 1
2 | Cc1cccc(NC(=S)N(CCCN2CCCC2)Cc2cccn2Cc2ccc(Cl)cc2)c1 | -0.019 | 1 | 3 | 1563 | 2 | 1 | -4 | 2 | 1 | 8 | 0.9
3 | O=C(CSc1nc2cc(Cl)ccc2o1)N1CCOCC1 | · | 0.9 | -1 | 1730 | 1 | 0.9 | 6 | -7 | 10 | -11 | 1
4 | CN1C[C@@H]2C[C@@H](C3=Cc4cc(Cl)ccc4OC3)N3CCC[C@@]23C1=O | -0.39 | 1 | 0 | 1429 | -3 | 0.9 | 14 | 12 | 4 | -8 | 1
5 | CCOCCOC(=O)C1=C(C)N(C)C(=O)NC1c1cc(Cl)c(O)c(OC)c1 (stereo not given) | 0.17 | 0.9 | 7 | 1596 | 3 | 0.9 | 9 | 3 | 9 | -2 | 0.9
6 | CCOC(=O)c1ccc(NC(=O)CSc2nnc(-c3cccs3)n2CC)cc1 | · | 0.9 | -2 | 1416 | -3 | 0.9 | 11 | 7 | 0 | 11 | 0.8
7 | O=c1oc2c3c4c(cc2c(C(F)(F)F)c1CCN1CCOCC1)CCCN4CCC3 | · | 0.9 | -3 | 1541 | 4 | 0.8 | 17 | -25 | 1 | · | 0.9
8 | Cc1cc(C)c(S(=O)(=O)NCC(=O)NCc2ccco2)c(C)c1 | · | 0.9 | 4 | 1499 | -6 | 0.9 | 10 | -5 | 1 | 3 | 0.9
9 | CCSc1nnc(NC(NC(=O)c2ccco2)(C(F)(F)F)C(F)(F)F)s1 | 0.024 | 1 | 11 | 1514 | 4 | 0.8 | 21 | 1 | 7 | · | 1
10 | CC1(C)CC(=O)C/C(=N\NC(=O)C2CC2c2ccccc2)C1 (stereo not given) | 0.56 | 1 | 4 | 1511 | 9 | 1 | 3 | 8 | 1 | -1 | 0.9
11 | N=C(N)Sc1nc(N2CCCCC2)nc(N2CCCCC2)n1 | 1.4 | · | 3 | 1458 | -6 | · | · | 13 | -9 | 1 | ·
12 | Cc1nc2ccccc2nc1OCc1ccccc1 | · | 0.9 | 0 | 1643 | -2 | 0.9 | 7 | 1 | 8 | -2 | 1

# Next part:
No.	Molecule	ROMK mod	PMI act	PPARg SRC3 recr	SRC2 TRFRET art	PPARg SRC2 recr	Diaphorase act
31	Cc1cccc(CC(C)NC(=O)CCc2nnc(-c3ccccc3)o2)n1 (stereo not given)	0.69	1	2	1523	5	0.9
32	Cc1nc(S(=O)(=O)c2ccc(Cl)cc2Cl)nc2c1CCC2	·	1.1	0	1707	4	1
33	CC(NC(=O)c1cccc(S(=O)(=O)N2CCN(C)CC2)c1)C1CC2CCC1C2 (stereo not given)	0.058	1.1	2	1539	4	1
34	COCCC(=O)N1CCCC(CCC(=O)NCc2ccc(F)c(F)c2)C1 (stereo not given)	0.39	1.3	3	1503	0	1
35	Cc1cccc(OCc2nnc(N)s2)c1C	·	1	4	1643	11	0.9
36	Cc1ccc(S(=O)(=O)N2CCCC(C(=O)NC3=NCCS3)C2)cc1 (stereo not given)	·	0.9	10	1550	10	0.9
37	O=S(=O)(c1cccc2cccnc12)N(CCO)CCO	·	1.1	5	1400	-1	0.9
38	COc1ccc(Nc2nc(N)nc(CSc3nccc(C)n3)n2)cc1	-0.093	0.9	-8	1610	3	0.9
39	CC(NC(=O)c1ccc(C(F)(F)F)cc1)C(c1ccccc1)N1CCOCC1 (stereo not given)	1.8	1.1	1	1653	1	0.9
40	COc1ccc([N+](=O)[O-])cc1NC(=O)C(C)c1ccccc1 (stereo not given)	·	0.9	-1	1460	-8	0.9
41	COc1cc(C(=O)N2CCN(C(=O)c3ccco3)CC2)cc(OC)c1OC	-0.29	0.9	-1	1451	4	0.9
42	CCCOC(=O)c1ccc(NC(=O)c2cc(OC)c(OC)c(OC)c2Br)cc1	·	0.8	-4	1529	-3	0.8
43	CCCCNc1cnn(-c2ccccc2)c(=O)c1Cl	-0.16	1.1	0	1568	1	1.1
44	O=C(/C=C/c1ccc[nH]1)c1ccc(F)cc1	-1.4	1.1	-3	1503	-7	0.7
45	COc1ccc(NC(=S)NCCCN2CCCC2=O)c(OC)c1	0.59	0.9	1	1634	3	0.9
46	CCCCOC(=O)c1ccc(NS(=O)(=O)c2cc(-c3nnnn3CC)ccc2OC)cc1	-0.61	0.9	4	1344	4	0.8
47	Cc1cc(-c2nn(-c3ccccc3F)cc2CN2CCCC(CO)C2)c(C)s1 (stereo not given)	·	·	2	1757	1	·
48	O=C(CN1C(=O)CSC1=O)N1CCc2ccccc2C1	·	1	-3	1389	-7	1

No.	Diaph inh CS	G6PDH counter	PPARg SRC1 recr	S1P3 antagonist	PMI act hi M6P
31	6	11	8	-12	1.1
32	-2	-3	8	·	1
33	1	10	11	-9	1
34	5	8	4	-21	1.2
35	14	3	5	·	1
36	10	0	0	-2	0.9
37	6	16	13	-2	1
38	13	-2	0	·	0.9
39	8	2	1	-3	1
40	8	-2	-2	4	0.9
41	5	13	0	·	1
42	22	12	-1	·	0.8
43	-8	-2	2	-3	1.1
44	26	27	-3	1	1
45	7	15	-2	-10	0.8
46	19	2	0	-15	1
47	·	16	4	-3	·
48	-2	20	-2	-11	1.1
